RTF Ca sens act: cardiac RTF calcium sensitization | IANBD-labeled TnC RTF fluorescence at EC20 calcium; 0% EC20 calcium, 100% full calcium | activation, % at 7.2 µM | 0.24% of 340,000 active | AID 493008;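 active = activation above the mean over all tested compounds plus 3 SD, cut at about 30% in these data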;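 note: rise in fluorescence read as greater calcium sensitivity of cardiac thin filaments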
CAL-PDZ inh HTS: blocks peptide binding to the human CAL PDZ domain; Q9HD26; purified CAL PDZ, TMR-peptide fluorescence polarization, 1 h; inhibition, % at 24.9 µM; 0.92% of 300,000 active;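 active = mean inhibition of at least 30% with at least half of replicates also reaching 30%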;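 note: 0% = DMSO neutral control and 100% = excess unlabeled competitor peptide PRC23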
Keap1-Nrf2 PPI: disrupts human Keap1 binding to Nrf2 peptide. Q14145. Keap1 Kelch-Nrf2 peptide fluorescence polarization, 1536-well. inhibition, % at 9.4 µM. 0.15% of 340,000 active; in the data active = inhibition above about 12%;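 note: human Keap1 Kelch domain with fluorescein labeled Nrf2 9mer peptide probe; 0% = neutral control wells and 100% = peptide positive control; higher means more block of Keap1 binding to Nrf2 peptide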
Target sequence (Q14145 whole entry, looked up, the tested form may be a part): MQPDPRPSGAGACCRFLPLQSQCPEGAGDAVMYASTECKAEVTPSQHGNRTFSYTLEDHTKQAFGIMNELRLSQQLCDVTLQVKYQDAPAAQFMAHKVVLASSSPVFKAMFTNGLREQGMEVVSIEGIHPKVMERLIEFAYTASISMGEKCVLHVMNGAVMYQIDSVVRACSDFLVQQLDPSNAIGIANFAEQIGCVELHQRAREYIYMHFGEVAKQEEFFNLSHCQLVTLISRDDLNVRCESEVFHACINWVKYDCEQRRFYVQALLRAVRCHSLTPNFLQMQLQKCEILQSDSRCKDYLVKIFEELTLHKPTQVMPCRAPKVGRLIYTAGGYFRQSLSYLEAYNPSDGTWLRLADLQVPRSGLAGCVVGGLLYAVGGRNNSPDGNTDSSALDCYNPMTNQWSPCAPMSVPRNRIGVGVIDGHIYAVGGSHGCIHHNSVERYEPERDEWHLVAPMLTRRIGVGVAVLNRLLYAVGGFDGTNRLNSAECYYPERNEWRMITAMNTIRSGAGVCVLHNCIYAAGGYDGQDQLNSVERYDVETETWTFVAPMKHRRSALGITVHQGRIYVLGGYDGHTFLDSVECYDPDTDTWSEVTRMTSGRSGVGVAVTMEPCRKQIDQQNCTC
MOR-DOR inv ag: inverse agonists of human mu-delta opioid receptor heterodimerization; P35372+P41143; cell-based MOR-DOR heterodimer luminescence, inverse agonism; inhibition, % at 9.3 µM; 0.21% of 340,000 active; in the data active = inhibition above about 22%, passing the limit was not always enough;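 note: 0% = cells with DMSO and 100% = wells without cells with DMSO; values of inactives mirror those of a sister screen read the other way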
V-ATPase pHluor: alters yeast V-ATPase proton transport; S. cerevisiae, pHLuorin cytosolic pH fluorescence; 0.37% of 350,000 active; response, % at 10 µM; AID 504577; in the data active = response mostly above about 7.3%, no sharp cut-off; inactive = mostly below about 5.4%; note: actives read high; inactives centre near 0; some compounds called inactive have numbers as strong as hits; reference of the scale not given here
HTR5A inv ctr: inverse agonist of human HTR5A in OPRM1-OPRD1 counter-screen; P47898; HTR5A cell line, luminescence, inverse agonism; inhibition, % at 9.3 µM; 0.083% of 340,000 active; AID 504634; in the data active = inhibition mostly above about 23%, no sharp cut-off; inactive = mostly below about 18%;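 note: 0% = cells with DMSO and 100% = no-cell wells with DMSO; some compounds called inactive have numbers as strong as hits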
Target sequence (P47898 whole entry, looked up): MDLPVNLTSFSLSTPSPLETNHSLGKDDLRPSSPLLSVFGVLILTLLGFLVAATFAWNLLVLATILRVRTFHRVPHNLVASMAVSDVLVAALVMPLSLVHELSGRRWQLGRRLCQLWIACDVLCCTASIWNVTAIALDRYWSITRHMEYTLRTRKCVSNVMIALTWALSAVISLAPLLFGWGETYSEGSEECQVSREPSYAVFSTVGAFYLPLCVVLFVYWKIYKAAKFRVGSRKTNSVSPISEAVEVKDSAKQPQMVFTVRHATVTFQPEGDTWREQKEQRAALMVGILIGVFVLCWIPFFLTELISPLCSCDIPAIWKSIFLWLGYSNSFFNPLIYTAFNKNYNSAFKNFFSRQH
C-LANA FP: inhibitors of KSHV LANA C-terminal domain DNA binding. MBP-C-LANA/FAM-LBS DNA binding, fluorescence polarization. inhibition, % at 9 µM. 0.078% of 340,000 active. AID 504423;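 active = highest replicate inhibition at or above 60% at 9 µM, even if other replicates fall short; inactive = all replicates below 60% inhibition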;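 note: 0% = neutral control wells and 100% = 4 µM acridine orange control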
HTR5A ag: activates human HTR5A in OPRM1-OPRD1 agonist counter-screen | HTR5A agonist assay, luminescence, cell-based | activation, % at 9.3 µM | P47898 | 0.61% of 340,000 active; in the data active = activation mostly above about 9.5%, no sharp cut-off; inactive = mostly below about 7.6%;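 note: 0% = cells with vehicle only and 100% = reference agonist; strong numbers were not always called active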
RTF Ca sens inh: cardiac RTF calcium desensitization; inhibition, % at 7.15 µM; P19429+P45379; 0.12% of 340,000 active; IANBD-labeled cardiac RTF, Ca2+ fluorescence;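 active = inhibition above the mean inhibition of all tested compounds plus 3 SD, cut at about 17% in these data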;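 note: assay run at fixed EC70 calcium of 1.6 mM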
MOR-DOR ag: agonists of human mu-delta opioid receptor heterodimerization. P35372+P41143. cells, OPRM1-OPRD1 heterodimerization, luminescence. activation, % at 9.3 µM. 0.3% of 340,000 active. AID 504326; in the data active = activation above about 18%;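 note: 0% = vehicle-treated cells and 100% = reference agonist; values of inactives mirror those of a sister screen read the other way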
Active calls of the source: *; . = not tested or not shown.

SMILES	RTF Ca sens act	CAL-PDZ inh HTS	Keap1-Nrf2 PPI	MOR-DOR inv ag	V-ATPase pHluor	HTR5A inv ctr	C-LANA FP	HTR5A ag	RTF Ca sens inh	MOR-DOR ag
CCCCNC(=O)CCCCCn1c(=O)[nH]c2cc(OC)c(OC)cc2c1=O	1	.	-3	12	-4	6	0.8	-2	-3	-2.5
CN(C)Cc1nc2c([nH]1)c(=O)n(C)c(=O)n2C	0	-4	-1	6	0	9	-0.9	-3	-4	-1.1
Cc1ccnc(-n2c(CCN3C(=O)c4ccccc4C3=O)nc3ccccc3c2=O)c1	3	-1	0	9	-1	-5	-1.4	-7	-11	-1.7
CCOC(=O)Cc1[nH]nc2c1C(c1ccsc1)C(C#N)=C(N)O2 (stereo unspecified)	1	.	1	3	-1	9	-2.0	5	0	-0.6
O=C(O)CC1c2ccccc2S(=O)(=O)N1Cc1ccccc1 (stereo unspecified)	0	-1	-3	1	-2	3	-5.5	-1	3	-0.2
O=C(C(=O)N1CCCCC1)c1cn(CC(=O)N2CCCCCC2)c2ccccc12	1	1	0	14	2	8	2.5	1	-6	-2.6
Cc1ccc(S(=O)(=O)c2c(C)cc(-c3ccccc3)[nH]c2=O)cc1	9	1	-3	8	5	-16	-0.3	0	11	-1.3
NC(=O)C1CCN(c2nc(-c3ccccc3-c3ccccc3)cs2)CC1	-4	-5	1	10	-1	-6	0.9	6	-6	-1.8
CSc1ccc(S(=O)(=O)N2CCC(C(=O)NCc3ccccn3)CC2)cc1	-4	-2	-2	3	-3	-4	1.0	1	-47	-0.7
COc1ccccc1C(=O)COC(=O)c1ccccc1O	-1	2	-7	2	-3	3	-0.8	-1	-9	-0.4
CCC(=O)Nc1nc(C)cc(SCC(=O)OC)n1	2	.	-4	8	7	2	0.2	2	2	-1.8
COc1ccc(N(CC(=O)N/N=C/c2ccc3c(c2)OCO3)S(=O)(=O)c2ccc(NC(C)=O)cc2)cc1	3	-5	-3	16	-1	-7	0.5	-3	-1	-3.5
Cn1c(NNC(=O)c2cccc3ccccc23)cc(=O)n(C)c1=O	1	-3	3	23*	0	-8	-1.6	8	-8	-4.0
COc1ccc(Cl)cc1NC(=O)C1CC(c2c(F)cccc2Cl)=NO1 (stereo unspecified)	-4	0	-1	-16	-4	7	1.9	-2	-8	3.3
CCN(CC)S(=O)(=O)c1cc(C(=O)c2nccn2C)ccc1Cl	1	-1	0	0	1	4	-1.7	-1	6	0.0
CCC1(C)Cc2c(sc3nn[nH]c(=O)c23)CO1 (stereo unspecified)	-8	2	2	8	-5	6	-0.9	-2	1	-1.4
COC(=O)c1ccc(C(=O)OC)c(NC(=O)c2cccnc2)c1	-3	-2	-5	10	2	9	0.3	-2	-3	-2.1
Cc1cccc(NS(=O)(=O)c2cc(C(=O)OC(C)C(=O)NCc3ccc4c(c3)OCO4)ccc2C)c1 (stereo unspecified)	5	-5	-7	-1	0	-4	0.0	1	-10	0.1
C[C@H]1CN([C@@H](C)CO)C(=O)c2cccc(NS(=O)(=O)c3cn(C)cn3)c2O[C@H]1CN(C)S(C)(=O)=O	6	-2	-9	3	-2	-12	-0.9	4	3	-0.5
COc1ccc(C(CNC(=O)COc2ccc(F)cc2Cl)N2CCCCC2)cc1 (stereo unspecified)	-2	-1	-3	5	-8	-1	0.1	-2	-12	-1.2
CCCCN(C)C(=O)c1cn(CC)c2ccc(S(=O)(=O)N(C)C)cc2c1=O	4	0	-6	14	-2	17	-0.7	-6	-5	-2.8
COc1cc(NC(=S)NCCC(c2ccccc2)c2ccccc2)cc(OC)c1	-6	-3	1	-50	4	-11	-2.6	4	-10	7.6
Cc1sc2ncnc(SCC(=O)NC3CCCC3)c2c1C	2	0	0	2	-1	8	-1.2	-2	-9	-0.2
O=C(CN1C(=O)COc2ccc(S(=O)(=O)N3CCOCC3)cc21)NCc1ccco1	2	-4	-5	-2	-3	21	0.5	3	-5	0.3
CCn1c(Cc2ccc(OC)cc2)nnc1SCC(=O)Nc1nc2ccccc2s1	0	-3	4	6	0	2	2.6	2	0	-1.1

Just MOR-DOR inv ag, RTF Ca sens inh and HTR5A ag (2 entries from above):
SMILES | MOR-DOR inv ag | RTF Ca sens inh | HTR5A ag
COc1cc(NC(=S)NCCC(c2ccccc2)c2ccccc2)cc(OC)c1 | -50 | -10 | 4
Cn1c(NNC(=O)c2cccc3ccccc23)cc(=O)n(C)c1=O | 23* | -8 | 8

Next results follow.
SMILES	RTF Ca sens act	CAL-PDZ inh HTS	Keap1-Nrf2 PPI	MOR-DOR inv ag	V-ATPase pHluor	HTR5A inv ctr	C-LANA FP	HTR5A ag	RTF Ca sens inh	MOR-DOR ag
O=[N+]([O-])c1ccc(S(=O)(=O)NN=CCCc2ccccc2)cc1	-7	-2	-3	-7	2	-8	-1.7	2	6	1.3
c1ccc(OCCSc2nnnn2-c2ccccc2)cc1	13	-3	-6	-10	1	-12	-1.8	-6	2	1.8
Cc1cc(C)c(C(=O)C(C)OC(=O)Cc2n[nH]c(=O)c3ccccc23)cc1C (stereo unspecified)	2	-9	4	2	-1	1	0.2	0	-11	-0.4
COc1ccccc1N(C)S(=O)(=O)c1ccc(C(=O)N2CCCc3ccccc32)cc1	1	-4	-4	1	3	-8	-0.6	2	-28	-0.2
Cc1ccc(OCCC(=O)OCC(=O)NC(=O)NC2CCCC2)cc1	-9	-1	0	-6	4	7	-1.3	0	-6	1.1
Cc1ccc(NCC(=O)N/N=C/c2ccc(C(=O)O)cc2)cc1	-4	-3	-6	13	5	2	0.1	-3	-4	-2.5
Cc1ccc(CNc2ccc3nnc(-c4ccccc4)n3n2)cc1	2	-7	-3	-14	2	3	0.0	-1	-3	2.4
CCn1nnnc1-c1ccc(OC)c(S(=O)(=O)Nc2ccc(C(=O)OC)cc2)c1	0	3	-4	12	-2	-2	0.5	10	-1	-2.2
O=C(Nc1ccc(F)cc1)c1nn(-c2ccccc2)c(=O)cc1Cl	7	3	4	4	3	-7	5.2	3	-5	-0.8
Cc1cc(C(=O)Cn2cnc3cc(F)ccc3c2=O)c(C)n1C1CC1	5	-2	-8	17	-1	-27	1.3	6	4	-3.3
CC(C)CCn1c(SCC(=O)NC2CC2)nc2cc(Cl)ccc2c1=O	4	4	0	18	-6	-13	0.8	4	7	-3.8
COc1ccc(OCCCn2cccc2/C=C2/C(=N)N3OC(C)=CC3=NC2=O)cc1	2	-1	2	6	-8	16	0.5	-6	-2	-1.1
c1coc(-c2nc(-c3ccco3)c(-c3ccco3)nc2-c2ccco2)c1	-36	1	-3	-27	-3	-7	5.7	-5	107*	4.7
Cc1cc(C)n2nc(-c3cnn(C)c3C(F)(F)F)c(Cl)c2n1	2	-4	-6	3	6	-6	0.7	2	-5	-0.7
Cc1ccc(NS(=O)(=O)c2ccc(NC(=O)N3CCCCC3)cc2)cc1	0	-4	-6	-11	-1	3	-0.5	-1	-17	1.9
FC(F)(F)Oc1ccc(NC(=S)Nc2ccc(OC(F)(F)F)cc2)cc1	3	-1	1	-18	5	-5	0.4	2	3	3.5
COc1ccc(C(=O)/C=C(\C)NCc2ccc3c(c2)OCO3)cc1	-5	-3	-8	13	3	-14	-2.5	-3	3	-2.4
O=C(NCCc1ccc(F)cc1)c1cc(=O)c2ccccc2o1	-2	-9	-2	12	-2	20	1.0	2	-22	-2.6
CC(=O)Cc1cc(O)c2ccccc2c1OC(=O)c1ccc(Br)cc1	0	-2	3	-101	-5	1	-0.4	8	-18	20*
COCCn1c(=S)[nH]c2cc(C(=O)N(CCO)Cc3ccccc3)ccc2c1=O	5	0	-7	12	3	20	1.6	0	-8	-2.3
COc1cc(CNC(=O)c2cnc(C)cn2)cc(OC)c1	-4	-8	-4	17	2	-14	-7.3	4	1	-3.5
COc1ccccc1/C=c1\sc2nc(-c3ccco3)nn2c1=O	-4	-2	5	-4	1	-2	7.9	-2	-1	0.9
O=C(Oc1ccc(Cl)cc1)c1ccc(COC(=O)c2cnccn2)cc1	1	-4	-3	-15	-10	-19	-1.2	2	-1	3.1
COCCC(=O)N1CCC(Oc2ccc(C(=O)N3C[C@H]4CC[C@H]3C4)cc2)CC1	-7	-7	1	7	-3	-9	2.4	-1	0	-1.3
O=C(NCCc1ccccc1)C1CCN(C(=O)NCc2ccccc2)CC1	11	.	-4	-3	0	-4	-0.5	2	-4	0.5
Next part.
SMILES	RTF Ca sens act	CAL-PDZ inh HTS	Keap1-Nrf2 PPI	MOR-DOR inv ag	V-ATPase pHluor	HTR5A inv ctr	C-LANA FP	HTR5A ag	RTF Ca sens inh	MOR-DOR ag
Nc1c(C(=O)NCc2ccc(Cl)cc2)sc2nc3c(c(C(F)(F)F)c12)CCC3	8	-3	-1	6	-2	-19	-2.5	0	-5	-1.0
O=C(NCCCc1ccccc1)C1CCN(S(=O)(=O)c2ccc(F)cc2)CC1	-10	1	2	-7	4	-9	0.5	2	-5	1.3
Cc1ccc(SCCC(=O)Nc2nccs2)cc1	-1	-2	-7	10	1	7	-0.7	-4	-5	-1.9
COc1ccc(C(CC(=O)c2ccccc2)CC(=O)c2ccccc2)cc1OC	1	2	1	5	0	-6	-1.2	2	-6	-0.9
CNC(=O)c1ccsc1NC(=O)C1CCCN1S(=O)(=O)c1cccs1 (stereo unspecified)	9	0	4	2	-3	3	-0.6	2	-8	-0.3
CS(=O)(=O)N(CC(=O)N1CCOCC1)Cc1ccccc1	10	-2	-2	24	-2	2	-1.3	5	-2	-5.3
CN(C)CCN=Cc1c(O)n(-c2ccc(S(=O)(=O)N3CCOCC3)cc2)c(=O)c2ccccc12	-5	.	-3	0	0	0	-2.0	1	-3	0.0
Cc1cc(C)c2c(c1)SC1=NC(c3ccccc3)(C(F)(F)F)NC(=O)N12 (stereo unspecified)	-5	-2	-7	-30	3	8	-0.9	16*	1	4.8
O=C(CN1c2cccc3cccc(c23)S1(=O)=O)Nc1ccccc1Br	-1	15	-5	1	-6	-9	-0.6	10	2	-0.2
CC(=O)c1cccc(NC2c3ccccc3C(=O)N2Cc2ccc3c(c2)OCO3)c1 (stereo unspecified)	5	.	-1	4	-1	-1	-0.1	-2	-2	-0.8
COc1ccccc1/C=C1\N=C(C(C)(C)C)OC1=O	5	0	-3	12	-1	7	0.1	-2	-7	-2.2
C=C1C(C(=O)Nc2ccccc2)C1C(=O)Nc1ccccc1 (stereo unspecified)	1	-2	3	4	-2	-11	0.1	4	0	-0.8
COCCNC(=O)COc1ccccc1Cl	4	-2	1	17	1	-4	1.1	1	-12	-3.2
CC1(C)CC2(CCO1)C(Nc1ccccc1)=NC(=S)N2CC(N)=O (stereo unspecified)	-5	2	0	15	1	27	0.0	-1	3	-2.8
O=C(CSc1ncn(-c2ccccc2)n1)Nc1nccs1	0	-3	0	10	2	-4	-0.6	-1	-8	-1.9
O=C(O)c1ccc(SCc2ccccc2)nc1	-3	.	-4	14	-1	-3	0.3	6	-5	-2.7
CCOC(=O)c1c(S(=O)(=O)NCc2ccc(OC)cc2)c(C)n(C)c1C	4	-4	2	19	-1	11	0.8	-3	-7	-3.7
COc1ccc(N(CC(=O)Nc2cccc(C(C)=O)c2)S(=O)(=O)c2ccc(NC(C)=O)cc2)cc1	-5	0	-5	5	1	10	-0.1	-3	-1	-1.1
Cc1ccc(NC(=O)CN2CCCC2)cc1	-2	-3	1	17	-2	9	1.2	-2	-2	-3.6
Cn1c(-c2nonc2N)nc2ccccc21	3	1	-2	-7	0	-10	-2.8	3	-3	1.4
N/C(=N\OC(=O)CCCc1ccccc1)c1ccc(Br)cc1	4	-1	4	-1	2	-7	0.3	0	2	0.2

From PubChem BioAssay
